# Screening data deposited in PubChem BioAssay by Sanford-Burnham Center for Chemical Genomics.
# VHR inh color: VHR1 (DUSP3) phosphatase inhibition; AID 1992; hit rate 0.7% among 50,000; inhibition, % at 20 µM; P51452; recombinant VHR phosphatase, colorimetric substrate read-out; in the data active = inhibition above about 60%; note: some results filed as inactive read as strong as hits
# Target sequence (P51452 whole entry, looked up): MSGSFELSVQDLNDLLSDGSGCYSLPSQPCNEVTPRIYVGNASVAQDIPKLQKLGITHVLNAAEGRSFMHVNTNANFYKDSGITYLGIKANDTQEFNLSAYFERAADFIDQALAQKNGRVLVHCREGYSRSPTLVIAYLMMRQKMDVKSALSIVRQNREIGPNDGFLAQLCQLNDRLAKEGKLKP
# The depositor's hits bear a star.
SMILES,VHR inh color
CCOc1ccccc1NC(=O)C(=O)NCCC1=CCCCC1,-12
CCSc1nnc(N2C(=O)c3ccc(Oc4ccc([N+](=O)[O-])cc4)cc3C2=O)s1,-10
O=C(NC(=S)Nc1ccc2oc(-c3ccc(Cl)cc3)nc2c1)c1ccccc1,-5
CCc1c(C)nc2ccccc2c1SCC(=O)O,-14
COc1cc2c(cc1NS(=O)(=O)c1ccc([N+](=O)[O-])cc1)oc1ccccc12,-4
COc1ccc(Cl)cc1C(=O)Nc1ccc(Nc2ccccc2)cc1,-13
COc1ccccc1C(=O)Nc1ccc(F)c(Cl)c1,-12
CCOC(=O)c1ccc(NC(=S)NC(NC(=O)c2ccccc2)C(Cl)(Cl)Cl)cc1 (centres undefined),-4
c1ccc(CCCN2CCN(Cc3ccncc3)CC2)cc1,-3
CC(C)CC1CC(C)(C(=O)CSc2n[nH]c(-c3ccccc3)n2)OC1=O (centres undefined),-2
COc1ccc(OCC(=O)Nc2ccc(F)c(Cl)c2)cc1,-7
COC(=O)C1=C(C)N(C)C(C)=C(C(=O)OC)C1c1ccc(Cl)cc1Cl,2
O=C(CCc1ccccc1)Nc1nnc(-c2ccncc2)s1,-18
Cc1ccc(-c2cc3nc(C)c(Cc4ccccc4)c(=O)n3[nH]2)cc1,-14
Cc1ccc(N=Cc2ccc([N+](=O)[O-])s2)c(C)c1,5
CCCOc1ccc(C(=S)N2CCN(c3cccc(Cl)c3)CC2)cc1,-6
COc1cc(C=Nc2ccc(-c3ccc(N=Cc4ccc(OC(C)=O)c(OC)c4)c(C)c3)cc2C)ccc1OC(C)=O,6
CC(=O)Nc1ccc(N2CCOCC2)cc1,15
Cc1cc(OCC(=O)NC2CCCC2)ccc1Br,-6
CNC(=O)CN(c1cccc(OC)c1)S(=O)(=O)c1ccccc1,-12
CCOC(=O)C(CCOc1cc(C)cc(C)c1C)C(=O)OCC,-2
Cc1ccc(/C(O)=C2\C(=O)C(=O)N(CCCC(=O)O)C2c2ccccc2Cl)cc1 (centres undefined),21
CC(=O)NS(=O)(=O)c1ccc(NC(=O)C2CCCCC2)cc1,-8
CC(=O)c1cccc(NC(=O)c2ccc(C)c([N+](=O)[O-])c2)c1,-13
CCOc1ccc(NC(=S)NC(NC(=O)c2ccccc2Br)C(Cl)(Cl)Cl)cc1 (centres undefined),-8

# (list continues)
SMILES,VHR inh color
Cc1cccc(Nc2ccc3noc4c3c2C(=O)c2ccccc2-4)c1,39
COc1ccccc1NC(=O)/C(=C\c1cccnc1)NC(=O)c1ccc(C)cc1,-12
COc1ccc(CN2CCN(C3CCCC3)CC2)cc1OCc1ccccc1,11
Cc1ccc2nc(NC(=S)NC(=O)c3ccc(Cl)cc3)sc2c1,-5
COc1ccccc1/C=N/NC(=O)c1cc(C23CC4CC(CC(C4)C2)C3)[nH]n1,15
O=C1C(=Cc2cc(Br)ccc2OCc2ccccc2)C(=O)c2ccccc21,-23
CCc1ccc(NC(=O)COc2ccc(Br)cc2)cc1,-1
CC(C(=O)N1CCOCC1)N1C(=O)c2cccc3cccc(c23)C1=O (centres undefined),-31
CCOc1ccc(S(=O)(=O)N2CCN(c3ccccc3OC)CC2)cc1,-47
CC(C(=O)N1CCN(Cc2ccc(Cl)cc2)CC1)N1C(=O)c2ccccc2C1=O (centres undefined),-14
Cc1ccccc1N1C(=O)C(O)=C(C(=O)/C=C/c2ccccc2)C1c1ccc([N+](=O)[O-])cc1 (centres undefined),10
CCCc1ccc(C(=O)O/N=C(\N)c2ccccn2)cc1,-9
CN1CCN(Cn2c(O)c(N=NC(=O)c3ccccc3)c3ccccc32)CC1,-8
COc1ccc(/C=C(\NC(=O)c2ccc([N+](=O)[O-])cc2)C(=O)NCCN2CCOCC2)cc1,-28
Cc1ccc(-n2nc3cc(C)c(NC(=O)/C=C\c4ccco4)cc3n2)cc1,-2
O=S(=O)(CCc1nc2ccccc2s1)c1ccc(Cl)cc1,10
CN1C(=O)NC(=O)/C(=C/c2ccc(-c3ccc(C(=O)O)cc3)o2)C1=O,16
O=c1[nH]c2ccccc2c(O)c1-c1ccccc1[N+](=O)[O-],-10
O=C1NC(=S)N(c2ccccc2)C(=O)/C1=C/c1ccc(O)c(Cl)c1,-34
O=C(N/N=C/c1ccc(OCc2ccccc2)cc1)C(O)c1ccccc1 (centres undefined),-6
COc1ccc(OC(C)C(=O)Nc2cccc(OC)c2)cc1 (centres undefined),-5
COc1ccccc1OCCCCCn1ccnc1,-24
Cc1nc2[nH]onc2c2nccc(=O)c12,-10
CC(C)=CC1C(C(=O)Nc2ccc(Cl)cn2)C1(C)C (centres undefined),0
CC(=O)NC1=C(Cl)C(=O)c2ccccc2C1=O,38

# (continued)
SMILES,VHR inh color
COc1ccc(C(=O)Oc2ccc3oc(=O)cc(C)c3c2)cc1OC,-15
COc1cc([N+](=O)[O-])ccc1NC(=O)CSc1nc2ccccc2s1,-32
CCOc1cc(C=O)ccc1OCc1ccccc1,-20
COc1ccc(-n2c(=O)c3c4c(sc3n3c(SCCC(C)C)nnc23)CCCC4)cc1,4
CCC(C)c1ccc(NC(=O)c2ccc([N+](=O)[O-])cc2)cc1 (centres undefined),-10
O=C(CSc1nnc(-c2ccc(Cl)cc2)n1-c1ccccc1)N/N=C/c1ccc([N+](=O)[O-])cc1,32
O=c1cnnc(N/N=C/C=C/c2ccccc2)[nH]1,-35
COc1ccc(OC)c(NC(=O)c2ccccc2Br)c1,9
Cc1cccc(NC(=O)CC2Sc3ccc(C(F)(F)F)cc3NC2=O)c1C (centres undefined),27
NC1=NC(=O)C(CC(=O)Nc2ccccc2F)S1 (centres undefined),-30
Cc1oc2ccc(OCC(=O)c3ccccc3)cc2c1C(=O)O,-20
N/C(=N\OC(=O)COc1ccc(Br)cc1)c1ccncc1,0
O=C(COc1ccc(Cl)cc1Cl)Nc1ccc(Cl)cn1,5
CC(C)Oc1cccc(C(=O)N2CCc3ccccc32)c1,15
O=C1CC(O)(C(F)F)Oc2ccccc21 (centres undefined),-14
O=C(Nc1cccc2ccccc12)c1cccc(I)c1,0
COc1cc(C=C2C(=O)NC(=S)NC2=O)ccc1OCCC(C)C,-8
C#CCn1cc(/C=C(/C#N)C(=O)Nc2ccc(Cl)cc2)c2ccccc21,-4
O=C(c1cccnc1)N1CCN(S(=O)(=O)c2ccc(Cl)cc2)CC1,-9
COc1ccc(OC)c(NC(=O)C(=O)NCc2ccncc2)c1,19
O=C(NCCNc1cc(Cl)ccc1[N+](=O)[O-])c1ccccc1Cl,4
O=P(O)(Oc1cccc(Cl)c1)Oc1cccc(Cl)c1,-10
CN(C)CCCNC(=O)c1c(Cl)cccc1Cl,8
COc1ccc(NC(=O)c2c(NC(=O)c3ccco3)sc(-c3ccccc3)c2C)cc1,2
COc1ccc(CN2CCN(Cc3cc(OC)ccc3O)CC2)cc1,17

# Next section:
SMILES,VHR inh color
NC(=O)c1c(NC(=O)c2ccco2)sc2c1CCC2,-20
Cc1ccc(CC(C)CC(=O)NCCc2ccc3c(c2)OCO3)cc1 (centres undefined),-23
Cc1cc(C)nc(Sc2nc(Nc3ccccc3)nc(Sc3nc(C)cc(C)n3)n2)n1,-9
CCOC(=O)C(O)(CCC(O)(C(=O)OCC)C(=O)OCC)C(=O)OCC,-5
COc1ccc(C(=O)N2CCN(c3ccccc3)CC2)c(OC)c1,-20
CCOc1cc(OCC)cc(C(=O)Nc2cccc3ccccc23)c1,-24
CCN(CC)c1ccc(NC(=O)S(=O)(=O)c2ccccc2)cc1,-3
CCOC(=O)c1c(NC(=O)COc2ccc(Cl)cc2)sc2c1CCN(C(=O)OCC)C2,6
Cc1ccccc1NC(=O)c1ccccc1NC(=O)C(O)(c1ccccc1)c1ccccc1,10
CCc1ccc(CNCCc2ccc3c(c2)OCO3)cc1,7
O=C(NC(=S)Nc1ccc(-c2nc3cc(Cl)ccc3o2)cc1)c1ccco1,-14
NC(=O)c1cccc2c1-c1ccccc1/C2=N\O,3
C=CCOc1ccc2c(C(F)(F)F)cc(=O)oc2c1,-2
Cc1ccc(NC(=O)C2C3C=CC(C4CC34)C2C(=O)O)c(C)c1 (centres undefined),-30
CC(/C=N/NC(=O)c1cccnc1)c1ccccc1 (centres undefined),-26
COc1cccc(N2C(=O)C(=O)/C(=C(\O)c3ccccc3)C2c2ccc(O)c(OC)c2)c1 (centres undefined),-16
COc1ccc(N2CCN(C(=O)c3cc(F)c(F)cc3Cl)CC2)c([N+](=O)[O-])c1,30
O=C(CCCC(=O)Nc1cccc(Br)c1)N/N=C/c1cc([N+](=O)[O-])ccc1O,14
C=CCn1c(=S)[nH]c2sc3c(c2c1=O)CCC(C)C3 (centres undefined),-5
CN(C)c1cccc(C(=O)Nc2ccc(Br)cc2F)c1,-9
COc1cc(/C=N/NS(=O)(=O)c2ccc3ccccc3c2)ccc1OCCN1CCOCC1,4
COc1ccc(-c2cc(C(F)(F)F)n3nc(C(=O)OC(C)C)c(Cl)c3n2)cc1,15
C#CCOc1ccc(/C=C2\C(=O)NC(=O)N(c3ccc(Cl)cc3)C2=O)cc1,-7
COC1=CC(CC(=O)c2ccc(OC)c(OC)c2)C(C(=O)c2ccccc2Cl)C=C1OC (centres undefined),3
O=C(COc1ccc(Br)cc1)Nc1ccncc1,-18

# As a short view, 20 of the compounds above.
SMILES,VHR inh color
NC(=O)c1c(NC(=O)c2ccco2)sc2c1CCC2,-20
Cc1ccc(CC(C)CC(=O)NCCc2ccc3c(c2)OCO3)cc1 (centres undefined),-23
Cc1cc(C)nc(Sc2nc(Nc3ccccc3)nc(Sc3nc(C)cc(C)n3)n2)n1,-9
CCOC(=O)C(O)(CCC(O)(C(=O)OCC)C(=O)OCC)C(=O)OCC,-5
COc1ccc(C(=O)N2CCN(c3ccccc3)CC2)c(OC)c1,-20
CCOc1cc(OCC)cc(C(=O)Nc2cccc3ccccc23)c1,-24
CCN(CC)c1ccc(NC(=O)S(=O)(=O)c2ccccc2)cc1,-3
CCOC(=O)c1c(NC(=O)COc2ccc(Cl)cc2)sc2c1CCN(C(=O)OCC)C2,6
Cc1ccccc1NC(=O)c1ccccc1NC(=O)C(O)(c1ccccc1)c1ccccc1,10
CCc1ccc(CNCCc2ccc3c(c2)OCO3)cc1,7
O=C(NC(=S)Nc1ccc(-c2nc3cc(Cl)ccc3o2)cc1)c1ccco1,-14
NC(=O)c1cccc2c1-c1ccccc1/C2=N\O,3
C=CCOc1ccc2c(C(F)(F)F)cc(=O)oc2c1,-2
Cc1ccc(NC(=O)C2C3C=CC(C4CC34)C2C(=O)O)c(C)c1 (centres undefined),-30
CC(/C=N/NC(=O)c1cccnc1)c1ccccc1 (centres undefined),-26
COc1cccc(N2C(=O)C(=O)/C(=C(\O)c3ccccc3)C2c2ccc(O)c(OC)c2)c1 (centres undefined),-16
COc1ccc(N2CCN(C(=O)c3cc(F)c(F)cc3Cl)CC2)c([N+](=O)[O-])c1,30
O=C(CCCC(=O)Nc1cccc(Br)c1)N/N=C/c1cc([N+](=O)[O-])ccc1O,14
C=CCn1c(=S)[nH]c2sc3c(c2c1=O)CCC(C)C3 (centres undefined),-5
CN(C)c1cccc(C(=O)Nc2ccc(Br)cc2F)c1,-9

# (list continues)
SMILES,VHR inh color
CCc1cc2c(=O)c(-c3nc4ccccc4s3)coc2cc1OS(C)(=O)=O,-28
O=C(CCN1CCCC1)NCC1COc2ccccc2O1 (centres undefined),-11
Cc1c(C(=O)Nc2ccccc2C(N)=O)cccc1[N+](=O)[O-],10
Cc1ccccc1C(=O)Nc1ccc(-c2ccc([N+](=O)[O-])cc2)cc1,6
CC1(C)Cc2ccccc2C(=C(C#N)C#N)N1,-3
Fc1ccc(OCCn2ccnc2)cc1,-31
Cc1c(N=Cc2sc3ccccc3c2O)c(=O)n(-c2ccccc2)n1C,-8
NC1=C(Nc2ccccc2)C(=O)c2ccccc2C1=O,-32
CCOC(=O)C1C(=O)C=C(/C=C/c2cccs2)CC1c1ccccc1 (centres undefined),0
O=C(Nc1ccccc1Cl)c1ccccc1Br,-45
COc1ccc(NC(=O)CN(CCc2ccccc2)S(=O)(=O)c2ccccc2)cc1Cl,-14
O=C1C=C(C(c2ccccc2)c2ccccc2)C(=O)c2ccccc21,-9
COc1ccc(OC)c(-n2cnc(-c3ccc([N+](=O)[O-])cc3)c2)c1NCc1ccccc1,7
O=C(CCN1C(=O)S/C(=C\c2ccccc2)C1=O)N1CCOCC1,0
O=C(CCCN1C(=O)c2cccc3cccc(c23)C1=O)N1CCN(C/C=C/c2ccccc2)CC1,9
COc1ccc(OC)c(NC(=O)/C=C/c2ccc(OC)c(OC)c2)c1,-29
COc1cc(/C=C2/C(C)=C(C#N)c3nc(N)c(C#N)c(C)c32)c([N+](=O)[O-])cc1OC,2
COc1ccc(N(CC(=O)Nc2ccc(Cl)cc2)S(=O)(=O)c2ccc(C)cc2)cc1,-1
Cc1ccc(C(=O)N/C(=C\c2ccc(Cl)cc2)C(=O)NCC(C)C)cc1,-12
N#Cc1cc2c(nc1SCC(=O)Nc1nccs1)CCCCC2,2
OC(COc1ccc(Br)cc1)Cn1cnc2ccccc21 (centres undefined),-30
Cc1ccc(C(=O)N/N=C\c2cc(Cc3ccccc3Cl)ccc2O)cn1,-2
CCOC(=O)C(N)Cc1ccc(O)c([N+](=O)[O-])c1 (centres undefined),-8
O=C(Nc1cccc(I)c1)c1ccccc1C(F)(F)F,-5
COc1ccc(C(=O)Nc2ccc(O)c(-c3nc4ccccc4o3)c2)cc1OC,2

# (further entries)
SMILES,VHR inh color
CC(C)(C)c1ccc(/C=C/C(=O)Nc2ccc([N+](=O)[O-])cc2)cc1,32
CCOc1cc(/C=N\n2cnnc2)ccc1OCCOCCOc1ccc(C)cc1,-7
CC(=O)Nc1cc(-c2ccc(Cl)cc2)nn1Cc1ccc(Cl)cc1,-7
CN(C)c1ccc(C2/C(=C(\O)c3ccc(F)cc3)C(=O)C(=O)N2CCCCCC(=O)O)cc1 (centres undefined),10
O=C(CCc1ccccc1)Nc1cc([N+](=O)[O-])ccc1F,-11
CCn1nnnc1-c1ccc(OC)c(S(=O)(=O)Nc2ccc(Cl)cc2)c1,-4
COc1ccccc1C(NC(=O)Cc1ccccc1)c1ccc2cccnc2c1O (centres undefined),5
O=C(Cc1ccccc1)Nc1cccc(NC(=O)c2ccc(Cl)cc2Cl)c1,11
Cc1ccc(C(=O)Nc2ccccc2C(=O)NC(Cc2ccccc2)C(=O)O)cc1 (centres undefined),-21
O=C(Nc1cccc(C(F)(F)F)c1)c1nn2c(c1Cl)NC(c1ccccc1)CC2C(F)(F)F (centres undefined),-14
Clc1ccc(-c2nnc(-c3cccs3)o2)cc1,-3

# This is a subset (hit frequency here may not be typical).
